# Source: PubChem BioAssay (National Center for Advancing Translational Sciences (NCATS))
# Hsp90 Hop PPI: changes Hsp90-Hop TPR2A binding signal, up or down; AlphaScreen TPR2A-His6 binding biotin-Hsp90 C-terminal peptide; Potency, µM (highest dose often 57 µM), for the others: at the top dose activity change, negative = inhibition; 0.44% of 71,000 active; active means well fitted curve in either direction with a large enough effect; inconclusive means small, poorly fitted or top-dose-only effect, or another doubt; further: potency means the concentration at half of the fitted maximal effect; on the % scale 0 is the no-effect control and ±100 the full control effect; many of its hits are not listed in these tables
# 4-MU autofl: compound fluoresces in the 4-MU spectral region; compound autofluorescence, 340/450 nm, 4-MU equivalents; stronger effect = higher value; max dye-equivalent concentration, M; 11% of 59,000 active; in the data active means max dye-equivalent concentration above about 10 nM; inconclusive means mostly about 1.1 nM to 9.6 nM
#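 Compounds in 100 mM Tris, pH 8.0, sat 15 min at room temperature before fluorescence was read at 340 nm excitation/450 nm emission; a per-plate six-point 4-MU standard curve converted signals to dye-equivalent concentration at each compound concentration.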
# Rhodamine autofl: compound autofluorescence in rhodamine spectral region. Rhodamine-region fluorescence, 547/598 nm, Tris buffer; stronger effect = higher value. max dye-equivalent concentration, M. 0.05% of 59,000 active; in the data active means max dye-equivalent concentration above about 11 nM; inconclusive means between about 1.1 nM and that limit
#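 Read-out is relative fluorescence at 547 nm excitation and 598 nm emission, expressed as dye-equivalent concentration using rhodamine standards on every plate. Each compound was profiled across a concentration series after 15 min in 100 mM Tris, pH 8.0.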
# GFP derepression: epigenetic modulators derepressing GFP locus in mouse cells; mouse C127i GFP locus derepression, cytometry, 30 h; AID 597; Potency, µM (doses to about 46.1 µM), without a hit: at the top dose GFP derepression (activation); 0.09% of 68,000 active; further: % of control where 0% means no effect
#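 Locus derepression in mouse mammary C127i cells whose integrated CMV-GFP reporter is normally silent; GFP expression after 30 h compound treatment was quantified by counting fluorescent cells.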
# UbGFP stabilizer: ubiquitin-GFP accumulation via proteasome inhibition | Ubiquitin-GFP reporter cells, proteasome inhibition, GFP fluorescence; response scale: untreated = 0%, 10 µM MG-132 = 100% | Potency, µM (series often up to 45.9 µM), for inactives: top-dose activation (GFP accumulation), most hits filed as activators | 67,000 tested, under 10 active; active means well fitted activation curve with a large enough effect, not every such curve was filed as active; inconclusive means small, poorly fitted or top-dose-only effect, or another doubt; inactive means no such curve, though single readings can be large or run the other way; further: potency means the concentration at half of the fitted maximal effect
#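 U2OS cells expressing ubiquitin(G76V)-GFP, seeded overnight in 0.5% FBS medium, then treated 4 hr at 37 C across 46 uM to 2.9 nM. GFP-positive cells counted by laser cytometry (488 ex/515 em); %activity scaled between basal and 10 uM MG-132.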
# Fluorescein autfl: fluorescein region autofluorescence; max fluorescein-equivalent concentration, M; 0.91% of 59,000 active; Compound autofluorescence, 480/540 nm, fluorescein-equivalent; stronger effect = higher value; in the data active means max fluorescein-equivalent concentration above about 10 nM; inconclusive means between about 1.1 nM and that limit
#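 Fluorescein stocks ranging 3 mM down to 300 nM, plus DMSO blanks, were pinned alongside compounds to build a per-plate standard curve. Buffer: 100 mM Tris, pH 8.0. Incubation 15 min, room temperature; filters 480/540 nm.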
# Texas Red fluor: compounds fluorescent in Texas Red spectral region | Compound fluorescence, Texas Red channel, 547/618 nm; stronger effect = higher value | max dye-equivalent concentration, M | 0.06% of 59,000 active | AID 587; in the data active means max dye-equivalent concentration above about 10 nM; inconclusive means between about 1.1 nM and that limit
#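 Pin-transferred compounds and Texas Red standards go into 100 mM Tris buffer, pH 8.0. After 15 min at room temperature, plates are imaged with 547/618 nm filters. Each value is a dye-equivalent concentration derived from the per-plate dye curve.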
# Pol III holo inh: blocks replication by bacterial DNA polymerase III holoenzyme; reconstituted DNA polymerase III holoenzyme replication, biochemical; Potency, µM (highest dose often 57.1 µM), for the others: at the highest dose activity change, negative = inhibition; 0.25% of 71,000 active; further: potency means the concentration at half of the fitted maximal effect; on the % scale 0 is the no-effect control and ±100 the full control effect
#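 Reconstituted *E. coli* holoenzyme (0.35 nM Pol III, 1 nM beta, 154 nM SSB, 2 nM primase) was preincubated with compound for 15 min at RT. Synthesis on 1.4 nM ssM13Gori ran 35 min, then was stopped with PicoGreen/EDTA and read as dsDNA fluorescence.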
# HBB splicing: hemoglobin beta splicing modulation; Potency, µM (top dose mostly 46.1 µM), without a hit: top-dose activation, hits mostly activators; AID 925; HBB splicing reporter cell assay, activation; EGFP reporter with mutant IVS2-654 intron; response scale: normalised to 500 nM splice-correcting PNA; 0.06% of 65,000 active; further: potency means the concentration at half of the fitted maximal effect; 0% is about no effect
#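 Compounds were applied for 2 days to HeLa EGFP-654 cells, 500/well in Optimem with 2% FCS. The reporter's EGFP is disrupted by mis-splicing of beta-globin intron IVS2-654. Readout: summed well GFP fluorescence from 488 nm laser scanning; reference was 500 nM antisense […] 654 PNA.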
# 15-hLO inh: blocks human 15-lipoxygenase activity; purified 15hLO-1, xylenol orange hydroperoxide absorbance; Potency, µM (series often up to 57.1 µM), inactives show top-dose activity change, negative = inhibition, hits mostly inhibitors; P16050; 1.4% of 74,000 active; further: potency means the concentration at half of the fitted maximal effect; on the % scale 0 is the no-effect control and ±100 the full control effect; nearly all actives have a fitted effect of over 55% in size
# Target sequence (P16050 whole entry, looked up): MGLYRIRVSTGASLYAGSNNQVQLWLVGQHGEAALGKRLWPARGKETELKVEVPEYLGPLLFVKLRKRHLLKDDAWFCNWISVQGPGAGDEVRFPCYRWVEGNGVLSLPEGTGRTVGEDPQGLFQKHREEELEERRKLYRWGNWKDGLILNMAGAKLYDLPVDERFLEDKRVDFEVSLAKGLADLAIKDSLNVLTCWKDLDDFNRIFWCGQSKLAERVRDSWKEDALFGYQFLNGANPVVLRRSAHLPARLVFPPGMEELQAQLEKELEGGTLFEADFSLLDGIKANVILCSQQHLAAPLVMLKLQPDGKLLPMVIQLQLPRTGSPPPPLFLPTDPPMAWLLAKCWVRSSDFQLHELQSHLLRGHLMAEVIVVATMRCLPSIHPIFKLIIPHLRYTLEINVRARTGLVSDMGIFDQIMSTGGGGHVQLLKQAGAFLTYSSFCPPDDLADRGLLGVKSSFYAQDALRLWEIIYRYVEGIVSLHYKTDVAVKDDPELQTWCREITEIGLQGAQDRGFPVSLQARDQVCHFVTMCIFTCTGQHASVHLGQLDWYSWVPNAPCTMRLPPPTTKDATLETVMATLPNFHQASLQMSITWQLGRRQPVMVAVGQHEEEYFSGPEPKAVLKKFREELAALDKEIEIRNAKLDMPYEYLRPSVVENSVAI
#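 40 nM 15hLO-1 + cpd, 15 min RT; start w/ 50 uM AA (final), 6 min RT; stop/detect w/ 200 uM XO + 300 uM Fe(II) in 50 mM H2SO4, 30 min; A573/A405. Buffer 25 mM Hepes pH 7.5, 0.01% Triton X-100. No-enzyme wells as negative control.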
# HADH2 inhib: inhibitors of human HADH2 dehydrogenase. AID 886. 3.4% of 73,000 active. recombinant HADH2, NADH fluorescence, beta-hydroxybutyryl-CoA. Potency, µM (series often up to 57.1 µM), inactives show at the highest dose activity change, negative = inhibition, actives largely listed as inhibitors. Q99714; further: potency means the concentration at half of the fitted maximal effect; on the % scale 0 is the no-effect control and ±100 the full control effect; nearly all actives have a fitted effect of over 60% in size; many of its hits are not listed in these tables
# Target sequence (Q99714 whole entry, looked up, one chain of several): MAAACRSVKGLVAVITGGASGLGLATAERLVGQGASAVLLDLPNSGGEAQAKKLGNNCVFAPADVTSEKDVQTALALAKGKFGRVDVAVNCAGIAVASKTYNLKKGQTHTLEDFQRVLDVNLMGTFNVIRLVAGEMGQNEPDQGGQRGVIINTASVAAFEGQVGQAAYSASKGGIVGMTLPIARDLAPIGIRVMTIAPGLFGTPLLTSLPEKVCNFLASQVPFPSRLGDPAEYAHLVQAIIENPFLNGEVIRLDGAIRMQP
#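 E. coli-expressed His-tagged HADH2 tested at 20 nM in alkaline Tris buffer (pH 9.0); oxidation of 90 uM beta-hydroxybutyryl-CoA with 1 mM NAD+ tracked fluorimetrically for 4 min.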
# Active calls of the source: *; i = inactive; ? = inconclusive; · = no result given; [ ] = dose if it differs, or a comment. Unless noted, the call rests on the fitted dose curve; in most records, active means well fitted curve in the direction sought with a large enough effect; inconclusive means small, poorly fitted or top-dose-only effect, or another doubt; inactive means no such curve, though single readings can be large; an effect the other way counts as inactive or inconclusive. An excerpt; the hit share may differ from the screen's.
SMILES	Pol III holo inh	Texas Red fluor	HBB splicing	UbGFP stabilizer	HADH2 inhib	4-MU autofl	15-hLO inh	Rhodamine autofl	Fluorescein autfl	GFP derepression	Hsp90 Hop PPI
Cc1ccc(-c2csc3nnc(SCC(=O)NCc4ccc5c(c4)OCO5)n23)cc1	-2%	i	0.4%	-8%	8%	i	6%	i	i	2%	-2%
COc1ccc(C(O)c2nc3ccccc3s2)cc1 (stereo unspecified)	-1%	i	-3.0%	3%	-3%	i	-5%	i	?	-1%	3%
O=C(O)CCCC(=O)Nc1ccccc1Br	-2%	·	-1.8%	28%	-1%	·	15%	·	·	2%	-1%
Oc1cnc2ccccc2c1CN1CCOCC1	2%	i	-1.0%	2%	?	2.3e-07M*	-20%	i	i	3%	-2%
O=c1c2cc(Cl)ccc2oc2nc3n(c(=O)c12)CCCS3	0%	?	1.4%[1.84 µM]	0%	13%	?	-3%	i	i	0%	0%
Cc1cc(C)c2[nH]c(=O)c(C(c3nnnn3CC3CCCO3)N3CCCC(C)C3)cc2c1 (stereo unspecified)	-9%	i	-0.2%[57.5 µM]	-2%	-9%	1.6e-08M*	3%	i	i	-2%	-4%
O=C(Nc1ccc(F)cc1)C1CCCN(S(=O)(=O)c2cccc3cccnc23)C1 (stereo unspecified)	9%	·	-1.0%	-11%	-2%	·	-10%	·	·	4%	-3%
CCn1c(SCC(=O)c2ccc(F)cc2)nnc1-c1ccoc1C	-7%	i	-1.2%	-3%	1%	i	-4%	i	?	0%	-3%
NC1(C(=O)OCc2ccccc2)CCCC1	-10%[11.4 µM]	i	1.8%[9.22 µM]	2%[9.17 µM]	0%[11.4 µM]	i	-12%[11.4 µM]	i	i	-1%[9.22 µM]	-3%[11 µM]
O=C(CCCN1Cc2ccccc2C1)c1ccc(F)cc1	-3%	?	·	-6%	18%	i	5%	i	i	0%	3%
CN(C)c1ccc(-c2ccc3ncnc(-n4ccnc4)c3c2)cc1	-5%	i	1.2%	16%	-15%	i	10%	i	i	5%[9.22 µM]	0%
CCN1C(=O)N(CC)C2C1N(C(C)=O)C(=O)N2C(C)=O (stereo unspecified)	0%	i	·	0%	2%	i	-4%	i	i	1%	-3%
O=C1c2ccccc2C(=O)N1CCCSc1ccccc1	-7%[11.4 µM]	i	3.1%[9.22 µM]	-5%[9.17 µM]	5%[11.4 µM]	i	0%[11.4 µM]	i	i	0%[9.22 µM]	12%[11 µM]
COc1ccc(-n2c(Cc3cccn3C)nnc2SCC(=O)NC2CCCCC2)cc1	-4%	·	0.3%	4%	-5%	·	-22%	·	·	·	-3%[2.3 µM]
O=C(C1CC1)N1CCc2cc(Br)cc(S(=O)(=O)NC3CCCCC3)c21	-12%	i	-1.2%	8%	-4%	i	-7%	i	i	0%	-5%
COc1ccc(Cl)cc1S(=O)(=O)N1CCCC(C(=O)NCC(N)=O)C1 (stereo unspecified)	5%	i	-0.1%[57.5 µM]	-1%	-5%	i	3%	i	i	-1%	0%
NC(=O)CNC1CC(=O)N(CCc2ccccc2)C1=O (stereo unspecified)	-10%	·	0.1%[9.22 µM]	-2%	-5%	·	5%	·	·	2%	-1%
CC(=O)Nc1nc(-c2ccc(Br)s2)cs1	-4%	i	0.0%	-2%	-4%	i	-8%	i	i	-1%	-6%
CCn1cc(C(=O)NCCCOC)c(=O)c2cc(S(=O)(=O)N(C)C)ccc21	-4%	·	1.3%	3%	-8%	·	-6%	·	·	·	-2%[2.3 µM]
Cn1ccnc1Sc1nc(Nc2cccc(Cl)c2)nc(N2CCOCC2)n1	2%	·	-3.9%	-10%	1%	·	-7%	·	·	10%	-10%

# A few values from the list:
# In Hsp90 Hop PPI, Oc1cnc2ccccc2c1CN1CCOCC1 is listed with -2%
# In 15-hLO inh, COc1ccc(-n2c(Cc3cccn3C)nnc2SCC(=O)NC2CCCCC2)cc1 is listed with -22%

# Going on with the list.
SMILES	Pol III holo inh	Texas Red fluor	HBB splicing	UbGFP stabilizer	HADH2 inhib	4-MU autofl	15-hLO inh	Rhodamine autofl	Fluorescein autfl	GFP derepression	Hsp90 Hop PPI
CN(CC(=O)Nc1ccc(C#N)cc1)Cc1ccc(Cl)cc1	-1%	i	0.0%[57.5 µM]	0%	-15%	i	-10%	i	i	-3%	5%
C[C@H](NCCC(c1ccccc1)c1ccccc1)c1ccccc1	1%[25.6 µM]	?	0.6%[20.6 µM]	11%[20.5 µM]	0%[25.6 µM]	i	-9%[25.6 µM]	i	?	3%[20.6 µM]	-2%[26 µM]
Clc1ccccc1C(c1ccccc1)(c1ccccc1)n1ccnc1	-4%[25.6 µM]	i	-0.4%[20.6 µM]	-1%[20.5 µM]	-4%[25.6 µM]	?	-24%	i	?	3%[20.6 µM]	-14%[26 µM]
CC(C)Cn1cnc2c(Sc3c([N+](=O)[O-])ncn3C)nc(N)nc21	-10%[11.4 µM]	i	-0.7%[9.22 µM]	0%[9.17 µM]	10%[11.4 µM]	i	0%[11.4 µM]	i	?	7%[9.22 µM]	-2%[11 µM]
O=C1Nc2ccccc2C12Nc1ccccc1S2 (stereo unspecified)	-6%	?	-1.9%	8%	0%	i	-9%	i	i	0%	-11%
O=C1CC(N2CCN(c3ccccc3Cl)CC2)C(=O)N1c1ccccc1 (stereo unspecified)	-5%	i	-1.1%	0%	2%	i	1%	i	i	-1%	-1%
Cc1cccc(NC(=O)C2CCCN(C(=O)Nc3ccccc3)C2)c1C (stereo unspecified)	-2%	?	·	0%	3%	i	0%	i	i	7%	3%
COc1ccccc1NC(=O)Cc1nn(C)c(=O)c2ccccc12	-10%	i	1.4%	12%	4%	i	10%	i	?	3%	-2%
NC(=Nc1ccccc1)NC(=O)c1nc(Cl)c(N)nc1N	-1%	i	-1.6%	2%	?	3.8e-07M*	-8%	i	?	-1%	-6%
CCOC(=O)c1c(NC(=O)c2ccco2)sc2c1CCCCC2	4%	·	-1.8%	8%	?	·	?	·	·	5%	?
O=C(Nc1ccon1)c1cccc(S(=O)(=O)N2CCCC2)c1	-2%	i	0.0%	5%	-6%	i	-16%	i	i	3%	-5%
CCn1cc(C(=O)NC2CCCCC2)c(=O)c2cc(S(=O)(=O)N(C)C)ccc21	-4%	·	-0.1%	0%	12%	·	1%	·	·	·	-6%[2.3 µM]
CN1CCN(CCP(=O)(c2ccccc2)c2ccccc2)CC1	6%	·	-1.1%[9.22 µM]	0%	2%	·	-3%	·	·	0%	-4%
CCn1cc(C2N3CC4(C)CN2CC(C)(C3)C4=O)c2ccccc21 (stereo unspecified)	-2%	·	-0.8%	0%	1%	·	9%	·	·	·	-2%
CCOC(=O)N1CCC(NC(=O)C2CCN(C(=O)N3CCOc4ccccc43)CC2)CC1	-3%	i	12%[0.369 µM]	-10%	5%	i	-4%	i	i	2%	0%
CCOc1ccc(NC(=O)CSc2nc3cccnc3n2CCOC)cc1	-5%	i	0.5%	7%	4%	i	6%	i	i	0%	0%
Cc1cnc(CNc2nc(-c3cccnc3)nc3ccccc23)cn1	-15%	i	-0.6%	4%	?	i	-4%	i	i	0%[9.22 µM]	-8%
C=CCOc1c(Cl)cc(/C=N/O)cc1OC	-5%[11.4 µM]	·	-0.4%[0.0738 µM]	?	-1%[11.4 µM]	·	-3%[11.4 µM]	·	·	0%	?
O=C(Nc1nnc(CC(=O)N2CCCC2)s1)c1cnccn1	2%	i	-1.9%	-2%	-7%	i	21%	i	?	-1%	-4%
O=C(c1ccco1)N1CCC[C@@]2(CCN(c3ccccc3)C2)C1	4%	i	-0.2%	-4%	9%	i	?	i	?	0%[9.22 µM]	-16%
O=C(NCCN1CCCC1)c1ccc2c(c1)N(Cc1ccc(F)cc1)C(=O)c1ccccc1S2=O (stereo unspecified)	-17%	·	-0.2%	3%	7%	·	-17%	·	·	3%	-10%
Cc1cc2c(=O)n(Cc3ccco3)c(SCC(=O)c3ccc(Cl)s3)nc2s1	6%	i	1.5%	-6%	?	i	-9%	i	?	0%	1%
CCCN(CC1CC1)C(=O)Nc1ccccc1C	-2%	?	-1.0%	-3%	0%	i	-5%	i	?	-3%	2%
Nc1nnc(-c2ccccc2)c(-c2ccccc2)n1	-3%	i	-1.0%	-2%	11%	i	-2%	i	?	2%	-6%
CCc1nnc(SCC(=O)Nc2ccc(C(C)=O)cc2)nc1CC	0%	i	-0.2%	-1%	?	i	-1%	i	?	1%	-2%
O=C(CN1CCCN(S(=O)(=O)c2ccc(Br)cc2)CC1)Nc1ccc2c(c1)OCO2	-3%	i	-1.7%	-1%	0%	i	-15%	i	?	-1%	-5%
